Bim-Mcl-1: disrupts Bim peptide binding to human Mcl-1; Bead-based flow cytometry, Bim peptide-Mcl-1 binding; inhibition, % at 10 µM; hit rate 0.1% among 190,000; in the data active = inhibition above about 40%;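 also: 0% = no compound tracer wells and 100% = peptide blocker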
Target sequence (Q07820 whole entry, looked up): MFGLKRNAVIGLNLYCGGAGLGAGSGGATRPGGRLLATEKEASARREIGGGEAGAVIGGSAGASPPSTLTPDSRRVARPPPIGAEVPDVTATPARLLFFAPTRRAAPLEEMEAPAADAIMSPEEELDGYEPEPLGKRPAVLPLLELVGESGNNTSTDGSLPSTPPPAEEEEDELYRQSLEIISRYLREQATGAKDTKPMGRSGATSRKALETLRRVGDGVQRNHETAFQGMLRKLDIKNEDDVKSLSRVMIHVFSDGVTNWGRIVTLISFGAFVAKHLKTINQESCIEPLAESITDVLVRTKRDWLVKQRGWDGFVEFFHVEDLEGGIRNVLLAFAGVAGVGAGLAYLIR
Cdc42 wt GTP: human Cdc42 wildtype GTP binding change, either direction | P60953 | GST-Cdc42 beads, Bodipy-GTP binding, flow cytometry; actives lie on both sides | percent activity (GTP binding), % at 10 µM | hit rate 0.2% among 190,000;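 active = percent activity GTP binding at least 20 points away from the 100% baseline, either down as inhibitor or up as activator; inconclusive = compound flagged as likely green fluorescent from well-wide comparison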;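 also: median bead fluorescence of bound Bodipy-FL-GTP at 100 nM; 0% = excess unlabeled GTP control and 100% = no compound control; below 100% means less GTP binding so inhibitor and above means activator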
Target sequence (P60953 whole entry, looked up): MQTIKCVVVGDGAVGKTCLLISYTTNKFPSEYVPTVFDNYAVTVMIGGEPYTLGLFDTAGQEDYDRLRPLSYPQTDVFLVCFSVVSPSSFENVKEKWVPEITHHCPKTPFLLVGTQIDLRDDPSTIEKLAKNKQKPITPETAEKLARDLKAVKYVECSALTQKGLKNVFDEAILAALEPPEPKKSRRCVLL
Rab7 wt modul: modulators of GTP binding to dog Rab7 wildtype GTPase. GTP binding activity (percent of control), % at 10 µM. hit rate 0.055% among 190,000. GST-Rab7 beads, fluorescent GTP binding, flow cytometry; actives lie on both sides; untreated = 100%, excess cold GTP = 0%;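 active = fluorescent GTP binding to Rab7 beads changed by at least 20 points from the 100% baseline, either direction, mostly lower; inconclusive = compound itself probably fluorescent, or too few beads counted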;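 also: median green fluorescence of bound Bodipy-FL-GTP per Rab7 bead population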
Mcl1 Noxa PPI: disrupts binding of human Mcl-1 to Noxa peptide. hit rate 1.5% among 220,000. TR-FRET Mcl-1/Noxa peptide binding, 2 h. Q07820. inhibition, % at 21.7 µM;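 active = compounds that cut the protein-peptide binding signal by more than 50% relative to plate controls in a single-dose test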;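 also: His-tagged Mcl-1 with rhodamine Noxa BH3 peptide and terbium anti-His antibody; 0% = Mcl-1 plus Noxa peptide wells and 100% = peptide-only wells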
RGS8-Gao: modulates binding of RGS8 to human Galphao; multiplexed bead flow cytometry; actives lie on both sides; hit rate 0.34% among 220,000; P09471; response (percent of control binding), % at 10 µM; in the data active = response below about 60% or above about 140%; inactive = in between;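 also: Galphao activated as the GDP aluminium fluoride complex binding bead-coupled RGS8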
Target sequence (P09471 whole entry, looked up): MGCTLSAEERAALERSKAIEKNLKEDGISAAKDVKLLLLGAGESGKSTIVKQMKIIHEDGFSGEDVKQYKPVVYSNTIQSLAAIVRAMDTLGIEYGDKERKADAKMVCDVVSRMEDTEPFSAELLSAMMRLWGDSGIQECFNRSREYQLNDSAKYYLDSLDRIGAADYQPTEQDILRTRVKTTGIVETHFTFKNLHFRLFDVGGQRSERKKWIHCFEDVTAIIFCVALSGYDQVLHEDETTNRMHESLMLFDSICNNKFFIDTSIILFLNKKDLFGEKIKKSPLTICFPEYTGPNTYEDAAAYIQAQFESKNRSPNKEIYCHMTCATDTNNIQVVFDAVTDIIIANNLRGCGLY
Mcl1 Bid PPI: Mcl-1/Bid interaction inhibition | hit rate 0.97% among 220,000 | inhibition, % at 21.7 µM | AID 1021 | TR-FRET Mcl-1/Bid-Dy647 peptide binding, 1536-well;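 active = compounds that cut the binding signal by more than half at the single screening dose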;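 also: His-tagged Mcl-1 with europium anti-His antibody binding Bid BH3 peptide; 0% = Mcl-1 plus peptide wells and 100% = peptide-only wells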
Rac1 wt modul: alters GTP binding to wildtype human Rac1 | GTP binding activity (% of control), % at 10 µM | GST-Rac1 beads, fluorescent GTP binding, flow cytometry; actives lie on both sides; 0 = cold GTP competed, 100 = untreated | P63000 | hit rate 0.27% among 190,000 | AID 757;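 active = GTP binding activity at least 20 points away from the 100% control level, either lower or higher; inconclusive = compound flagged as likely green fluorescent, judged across all proteins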
Pf gamet viab: P. falciparum stage V gametocyte viability inhibition | P. falciparum stage V gametocytes, ATP luminescence, 24 h | inhibition, % at 10.9 µM | hit rate 0.065% among 150,000 | AID 743093;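 active = inhibition above the mean plus 3 SD of compounds within the control limits, set per campaign, cut at about 38% in these data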;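 also: 0% = DMSO wells and 100% = medium only without gametocytes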
Rac1 act GTP bind: modulators of GTP binding to human Rac1 activated mutant; P63000; GST-Rac1 activated beads, fluorescent GTP binding, flow cytometry; actives lie on both sides; 100% means binding = to untreated wells; percent activity (GTP binding), % at 10 µM; hit rate 0.11% among 190,000;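 active = GTP binding at least 20 percentage points away from the 100% baseline, in either direction, so actives lie on both sides; inconclusive = Compound likely fluorescent itself, or too few beads counted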
Rab2 wt GTP: changes GTP binding to wildtype dog Rab2A, up or down. GST-Rab2 wt beads, Bodipy-GTP binding, flow cytometry. GTP binding activity, % at 10 µM. hit rate 0.19% among 190,000;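 active = GTP binding activity at least 20 points away from 100%, either lowered or raised; inconclusive = signal likely due to the compound's own green fluorescence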;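 also: 0% = beads with excess unlabeled GTP and 100% = no-compound control corrected for plate trend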
HRas wt GTP bind: human HRas wildtype GTP binding, change in either direction. GST-Ras wt beads, Bodipy-FL-GTP binding, flow cytometry; actives lie on both sides. GTP binding activity, % at 10 µM. hit rate 0.14% among 190,000. AID 759;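 active = GTP binding activity at least 20% away from the 100% baseline, either lowered as inhibitor or raised as activator; inconclusive = flagged as likely green fluorescent, judged across all proteins in the well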;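 also: 0% = unlabeled GTP competition control and 100% = no-compound control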
Target sequence (P01112 whole entry, looked up): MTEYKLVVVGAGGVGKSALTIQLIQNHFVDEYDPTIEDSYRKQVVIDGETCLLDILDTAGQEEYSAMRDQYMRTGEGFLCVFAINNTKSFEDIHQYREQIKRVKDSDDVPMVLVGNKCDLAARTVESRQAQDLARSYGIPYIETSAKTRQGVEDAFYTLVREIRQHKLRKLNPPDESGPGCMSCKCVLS
Active calls of the source: *; ? = inconclusive; . = no result given.

SMILES	Bim-Mcl-1	Cdc42 wt GTP	Rab7 wt modul	Mcl1 Noxa PPI	RGS8-Gao	Mcl1 Bid PPI	Rac1 wt modul	Pf gamet viab	Rac1 act GTP bind	Rab2 wt GTP	HRas wt GTP bind
Cc1ccc(NC(=S)N/N=C/c2ccc([N+](=O)[O-])s2)cc1	2	97	97	-67	101	-49	97	4	97	96	97
CC(=O)N1N=C(N)SC1(C)C	0	97	95	5	99	-26	100	-10	96	98	96
O=C(CSc1ccc(Cl)cc1)N1CCN(c2ccc([N+](=O)[O-])cc2Cl)CC1	-1	107	102	-1	103	-4	108	.	104	107	105
CC1(C(=O)N(c2ccccc2)C(C(=O)NC2CCCC2)c2ccccn2)CC(=O)N=C2C=CC=CN21 (stereo not given)	-5	105	103	6	100	23	104	-18	101	105	105
COc1ccc(OC)c(NC(=O)c2cn(C)c(=O)c3cc(OC)c(OC)cc23)c1	0	104	101	-4	99	-45	107	.	104	101	104
O=C(O)c1ccccc1-c1nc2cc(Cl)ccc2c(=O)n1O	-2	93	95	-12	103	-6	95	-12	91	93	94
c1ccc(CNc2ncnc3c2ncn3C2CCCCO2)cc1 (stereo not given)	-2	107	100	-13	104	-2	108	.	102	105	104
O=C1c2ccccc2C(=O)N1CN(C(=O)COc1ccccc1)c1ccccc1	-3	102	104	8	100	-20	105	.	96	101	101
O=C(C1CC1)N1CCC(c2nc(-c3ccc(S(=O)(=O)N4CCCC4)cc3)no2)CC1	0	105	100	4	102	-6	102	.	100	104	105
CCC(CC)NC(=O)c1ccc2nc[nH]c2c1	-3	103	102	3	102	-25	108	1	101	102	102
O=C(CSc1nnc(-c2ccccc2O)o1)Oc1ccc(Br)cc1	2	98	94	3	95	-17	100	26	96	94	97
C=CCn1cc(C(=O)N2CCN(C)CC2)c(=O)c2cc(S(=O)(=O)N3CCCC3)ccc21	-6	96	98	8	125	-12	97	.	95	97	98
COC(=O)c1ccc(N2OC3(C)C=CC2CC3)cc1 (stereo not given)	-18	96	104	8	93	-71	105	-14	98	97	99
Cc1noc(C)c1COc1ccc(C(=O)OCC(=O)NCCN2C(=O)CSC2=O)cc1	2	99	102	1	100	-34	101	20	98	98	98
COc1cc(SC)ccc1C(=O)N1CC(C)OC(C)C1 (stereo not given)	-2	100	98	-7	101	-2	99	14	96	98	97
O=[N+]([O-])c1ccc(O)c2ncccc12	-1	107	90	73*	102	6	105	.	96	97	96
CCOC(=O)c1oc2ccccc2c1CSc1nnnn1-c1ccc(C)cc1	-5	109	100	-14	98	1	107	.	98	96	100
COc1ccc(-c2nc(Cc3ccc(Cl)cc3)no2)cc1OC	-1	?	?	4	101	20	?	6	?	?	?
Cn1ccnc1Sc1nc2ccccc2nc1NS(=O)(=O)c1ccccc1	-1	103	98	5	102	-4	103	22	98	99	98
Cc1cccc(N2C(=O)CC(N3CCN(C(=O)c4ccccc4)CC3)C2=O)c1 (stereo not given)	0	102	105	4	99	-28	105	.	101	103	103

A second format for 2 compounds above:
Values in the order: Bim-Mcl-1	Cdc42 wt GTP	Rab7 wt modul	Mcl1 Noxa PPI	RGS8-Gao	Mcl1 Bid PPI	Rac1 wt modul	Pf gamet viab	Rac1 act GTP bind	Rab2 wt GTP	HRas wt GTP bind
COc1ccc(-c2nc(Cc3ccc(Cl)cc3)no2)cc1OC
 : -1	?	?	4	101	20	?	6	?	?	?
Cn1ccnc1Sc1nc2ccccc2nc1NS(=O)(=O)c1ccccc1
 : -1	103	98	5	102	-4	103	22	98	99	98

Other entries:
SMILES	Bim-Mcl-1	Cdc42 wt GTP	Rab7 wt modul	Mcl1 Noxa PPI	RGS8-Gao	Mcl1 Bid PPI	Rac1 wt modul	Pf gamet viab	Rac1 act GTP bind	Rab2 wt GTP	HRas wt GTP bind
O=C(CN1CCCC1)Nc1cc(C(F)(F)F)ccc1Cl	-2	100	95	3	99	-18	100	-13	97	100	98
CCc1c(C)sc(NC(=O)c2cc(C(C)C)on2)c1C#N	0	92	106	-1	101	-16	100	6	91	99	97
COc1ccc(C2C(C(C)=O)=C(C)N=c3s/c(=C/c4ccc5c(c4)OCO5)c(=O)n32)cc1 (stereo not given)	-3	101	101	12	98	-4	102	.	97	100	100
O=C(NC(=S)Nc1cccc2cnccc12)c1ccccc1	1	94	109	20	98	-25	99	-12	94	95	98
Cc1ccc(C(O)(C(=O)NNc2ccccn2)c2ccc(C)cc2)cc1	-1	97	95	-13	100	-53	100	8	97	95	97
O=C(NCc1ccco1)c1nc(-c2ccc(F)cc2)no1	0	94	107	-1	91	-21	101	8	93	102	101
CCOC(=O)Cn1c(=O)n(Cc2ccco2)c(=O)c2ccc(C(=O)NC3CCCC3)cc21	3	104	102	3	101	-19	107	.	101	100	105
COc1ccc(OC)c(NC(=O)COC(=O)c2ccc(-n3cnnn3)cc2)c1	-5	107	102	0	101	10	105	6	104	105	105
COc1ccccc1N1CCN(Cc2ccc(Br)o2)CC1	0	101	100	25	99	27	102	.	100	101	99
CC(=O)NN1C(=O)c2ccc(Oc3ccc([N+](=O)[O-])cc3)cc2C1=O	7	104	103	3	106	-5	105	.	101	101	103
O=C(O)C1CC=CCC1C(=O)Nc1ccc(N2CCN(Cc3ccccc3)CC2)cc1 (stereo not given)	-6	101	98	26	125	-48	104	13	100	97	102
CC(NC(=O)c1ccc(N(C)C)cc1)c1ccc(F)cc1 (stereo not given)	0	97	96	13	99	-34	99	.	95	96	96
COc1ccc(CC(=O)NNS(=O)(=O)c2ccccc2)cc1OC	3	?	?	16	104	-21	?	-4	?	?	?
O=S(Cc1ccc(Cl)cc1)CC(O)COc1ccc(Cl)cc1 (stereo not given)	0	102	104	-2	98	-10	107	18	97	101	102
O=S(=O)(c1cc(-c2nc3ccccc3s2)ccc1Cl)N1CCOCC1	0	94	96	-17	106	-2	96	.	94	94	96
Cc1nc([N+](=O)[O-])c(Br)n1CC(=O)c1cccc([N+](=O)[O-])c1	2	95	94	-15	101	-10	93	-16	92	94	91
CCC1Sc2ccccc2N(CC(=O)NC2CCCC2)C1=O (stereo not given)	-31	98	100	12	102	6	102	.	101	98	98
Cc1ccc(-c2ccc(SCC(=O)Nc3ccc4c(c3)OCCO4)nn2)cc1	-3	96	98	9	100	-43	98	6	97	97	97
O=C(CSc1nc2ccccc2c(=O)n1-c1ccccc1F)Nc1ccc2c(c1)CCC2	-2	101	97	-103	96	-17	104	-7	100	100	101
CC(=O)OC[C@H]1O[C@H](C/C=N/OC[C@@H](O)[C@H]2O[C@@H]3OC(C)(C)O[C@@H]3[C@H]2O)C=C[C@@H]1OC(C)=O	-1	101	95	-5	93	-10	102	.	96	98	97
CC(C)CN1C(=O)C(NC(=O)C2CC2)(C(F)(F)F)C2=C1CC(C)(C)CC2=O (stereo not given)	-6	98	101	-6	103	-10	103	6	99	97	99
CSc1nc(Oc2ccc(Cl)cc2)c2sccc2n1	-1	95	94	2	96	17	90	.	91	95	97
O=C1c2ccccc2C(=O)N1CCN1CCc2ccccc21	-2	109	108	20	103	-45	115	-33	100	106	107
COC(=O)c1ccc(Sc2ccccn2)c([N+](=O)[O-])c1	-5	103	102	-2	103	55*	102	-18	98	101	100
CCc1nnc(NC(=O)c2oc3cc(C)c(C)cc3c2C)s1	0	104	96	-6	101	5	104	.	101	100	102
Cc1cccc(NC(=O)CN2C(=O)N/C(=C\c3cccn3-c3cccc(C(=O)O)c3)C2=O)c1	2	95	102	43	107	-21	96	-6	90	92	95
COc1ccc2c(c1)C1(Nc3ccccc3-c3nc4ccccc4n31)C(=O)N2 (stereo not given)	-2	103	101	1	99	0	106	-8	102	101	99
O=C(CCNS(=O)(=O)c1cccs1)NCc1cccs1	-4	99	98	8	98	-36	102	.	97	100	98
O=C(Nc1ccc2oc(-c3ccccc3)nc2c1)c1ccccc1F	.	101	94	6	97	4	103	-4	97	99	98
Cc1cc(C)n(-c2ccc(C(=O)NCCCN3CCOCC3)cc2)n1	1	97	99	23	109	0	102	14	98	96	95
CCCCCCSc1ncc(C#N)c(N)n1	-1	107	107	12	105	-31	115	2	103	107	107
Cn1cc(C2N3CC4(C)CN2CC(C)(C3)C4=O)c2ccccc21 (stereo not given)	3	100	104	1	104	-13	103	14	98	98	101
NC(=O)[C@@H]1CCCCNc2c(I)cc([N+](=O)[O-])cc2C(=O)N[C@@H](CCC(=O)O)C(=O)N[C@@H](CO)C(=O)N1	-2	96	100	10	102	6	98	.	94	98	99
COc1ccc2cc(CN(CC3CCCO3)C(=S)NCc3ccco3)c(=O)[nH]c2c1 (stereo not given)	0	99	106	14	99	-16	99	5	95	99	97
C=CCSC1=C(C#N)C(c2ccccc2OCC)CC(=O)N1 (stereo not given)	-4	103	97	16	97	-17	102	.	100	102	103
Cc1ccc(NC(=S)N(N)CCO)cc1	-1	101	98	-8	102	-30	100	-17	97	101	96
COc1ccc(O)c(C(=O)c2cnn(C(=O)c3cc(C)oc3C)c2)c1	-2	102	99	7	102	-9	104	-28	97	100	100
CC(NC(=O)c1cc2ccccc2o1)c1ccccc1 (stereo not given)	-1	92	96	8	103	0	94	16	96	95	95
O=C(NNc1nc2cc3c(cc2s1)OCO3)c1cccc(F)c1	-3	99	102	38	102	-26	103	.	96	99	99
Cc1noc(C)c1N=Nc1ccccc1C(=O)O	0	93	104	3	101	9	95	.	95	95	94
Cc1cc(NC(=O)C2CC2)n(-c2nc3ccccc3s2)n1	0	?	?	12	103	-15	?	-5	?	?	?
Cc1ccc(-n2nnnc2SCC(=O)N2c3ccccc3NC(=O)C2(C)C)cc1	-2	101	94	3	102	-10	97	.	96	98	101
Cn1c(CN2CCOCC2)nc2cc(NC(=O)c3ccc(Cl)cc3)ccc21	-3	103	98	-2	103	-11	105	.	99	101	99
CCn1c(SC/C=C/c2ccccc2)nnc1-c1cnccn1	7	100	104	12	101	-12	99	-6	96	102	99
Cc1nc2sc3c(c2c(=N)n1N)CC(C)(C)OC3	0	104	97	15	108	-1	105	-25	101	99	101
COc1ccc(C(=O)N2c3ccccc3C=CC2C#N)cc1 (stereo not given)	-7	101	96	15	103	-7	100	.	100	98	99
Cc1noc(C)c1S(=O)(=O)NCC(=O)O	0	105	101	1	97	-26	109	13	101	104	105
Clc1ccccc1-c1ccc(/C=N/n2cnnc2)o1	1	99	93	14	99	-4	95	-11	95	94	96
COCCn1c(Cc2ccccc2)nnc1SCC(=O)N1CCOCC1	-3	97	99	-5	99	-13	103	12	97	96	97
Cc1ccc(C(=O)Nc2ccc(O)cc2C(=O)O)cc1	0	97	100	1	99	-51	105	-2	97	96	100
N#C/C(=C\c1ccc(-c2cccc(Cl)c2)o1)C(=O)Nc1cccc2cccnc12	-1	94	93	.	102	19	89	.	93	92	94
